# Assay outcomes deposited in PubChem by National Center for Advancing Translational Sciences (NCATS).
# Pol kappa inh: DNA polymerase kappa (human) inhibition. Q9UBT6. purified Pol kappa, fluorescent DNA synthesis assay, 10 min. Potency, µM (highest dose often 107 µM), without a hit: top-dose activity, negative = inhibition, actives largely listed as inhibitors. 400,000 tested, 0.53% active; further: on the % scale 0 is the no-effect control and ±100 the full control effect
# Target sequence (Q9UBT6 whole entry, looked up): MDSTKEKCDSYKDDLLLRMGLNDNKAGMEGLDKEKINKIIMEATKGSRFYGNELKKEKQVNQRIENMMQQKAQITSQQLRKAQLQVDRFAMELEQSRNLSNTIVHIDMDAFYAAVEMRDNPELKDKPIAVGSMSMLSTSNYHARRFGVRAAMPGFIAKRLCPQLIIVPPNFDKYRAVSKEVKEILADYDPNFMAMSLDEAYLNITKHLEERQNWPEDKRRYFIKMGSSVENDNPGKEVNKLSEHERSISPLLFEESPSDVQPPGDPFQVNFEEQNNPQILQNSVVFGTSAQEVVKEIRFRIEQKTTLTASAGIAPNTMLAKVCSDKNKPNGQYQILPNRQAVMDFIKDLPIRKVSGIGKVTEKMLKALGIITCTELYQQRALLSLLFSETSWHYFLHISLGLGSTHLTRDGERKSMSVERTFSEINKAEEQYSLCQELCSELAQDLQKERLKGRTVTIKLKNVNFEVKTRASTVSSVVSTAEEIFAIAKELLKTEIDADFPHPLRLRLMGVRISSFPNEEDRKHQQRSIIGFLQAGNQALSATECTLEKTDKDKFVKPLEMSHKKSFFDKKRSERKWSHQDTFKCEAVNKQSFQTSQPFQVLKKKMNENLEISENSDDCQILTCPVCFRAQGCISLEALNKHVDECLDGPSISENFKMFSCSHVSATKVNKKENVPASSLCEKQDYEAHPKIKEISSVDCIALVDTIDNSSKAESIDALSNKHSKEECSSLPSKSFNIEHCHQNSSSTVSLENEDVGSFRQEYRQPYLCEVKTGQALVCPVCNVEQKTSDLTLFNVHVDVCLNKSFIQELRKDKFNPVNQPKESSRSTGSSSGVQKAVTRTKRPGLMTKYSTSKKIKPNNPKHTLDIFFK
#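 Activity was followed as the change in fluorescence between reads at 0 and 10 min after starting the reaction with 50 nM substrate. Beforehand, 10 nM polymerase had been preincubated with compound for 15 min at room temperature.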
# POLI inh: inhibitors of human DNA polymerase iota. Pol iota fluorescent replication assay, 10 min. Q9UNA4. Potency, µM (titrated, usually from 115 µM), for inactives: at the top dose activity, negative = inhibition, usual class: inhibitors. 390,000 tested, 1% active
#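 Fluorescent replication assay read twice, at 0 min and 10 min after adding 50 nM (final) substrate. Enzyme (10 nM) and compounds were first incubated 15 min at room temperature; enzyme-free buffer wells were negative controls.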
# Starred values were filed as active, the others as inactive; u = inconclusive; & = joins results of further samples; [ ] = dose if it differs, or a comment. The call rests on the fitted dose curve; in most records, active means well fitted inhibition curve with a large enough effect; inconclusive means small, poorly fitted or top-dose-only effect, or another doubt; inactive means no such curve, though single readings can be large or run the other way. Potency means the concentration at half of the fitted maximal effect. An excerpt (hit frequency here may not be typical).
SMILES,Pol kappa inh,POLI inh
Cc1cnc2c(C)cccc2c1/C=C/c1ccc(N(C)C)cc1,-11%,1%
Cc1nc([N+](=O)[O-])cn1CC(O)c1ccc2c(c1)OCCO2 (stereo not given),-2%,u
N#CN=c1snc(-c2ccccc2)n1-c1ccc(Cl)cc1,2%,14%
Cc1ccccc1OC(C)C(=O)NCCNC(=O)C(C)Oc1ccccc1C (stereo not given),-4%,50%[activator]
CC[N+]1(CC(=O)c2cccs2)CCCCC1,0%,27%
Nc1c(Br)cc(/C=C/c2ccnc3ccccc23)cc1Br,u,u
COc1ccc(-c2nn3c(-c4cc(C)[nH]n4)nnc3s2)cc1,-21%,-31%
Cc1csc[n+]1CC(=O)c1ccccc1,-14%,12%
CS(=O)(=O)c1ccc(C(=O)OCC(=O)Nc2cc(C(F)(F)F)ccc2Cl)cc1[N+](=O)[O-],-25%,-13%
OC(CBr)C[n+]1cccc2cc(Br)ccc21 (stereo not given),-5%,4%
Cc1ccc(-c2csc3ncnc(Sc4nnnn4-c4ccccc4)c23)cc1,-15%,-6%
O=C1c2ccccc2C(=O)N1c1ccc(S(=O)(=O)N2CCOCC2)cc1,4%,53%[activator]
COc1ccccc1/C=C/c1cncc(/C=C/c2ccccc2OC)c1,-19%,8%
O=[N+]([O-])c1ccc(S(=O)(=O)N2CCN(c3nc(-c4cccs4)nc4ccccc34)CC2)cc1,-14%,5%
Cc1nn(-c2ccccn2)c2c1-c1nc(N)sc1CC2,-22%,3.2µM*
CCOc1cccc(C2C=C(c3ccc4c(c3)OCO4)NC(c3ccc(Br)cc3)N2)c1O (stereo not given),-10%,-1%
Cc1ccc(S(=O)(=O)N2CCN(c3nc(-n4cncn4)nc4ccccc34)CC2)cc1,-21%,u
Cc1cc(C)[n+](C)c2ccccc12,-9%,31%[activator]
CCCCCCCCCOC(=O)CNc1nc(C#N)nc(NCC(=O)OCCCCCCCCC)n1,-7%,3%
CCOc1ccc(NC(=O)c2nc(S(=O)(=O)Cc3ccccc3)ncc2Cl)cc1,-8%,-26%
Oc1ccc(Br)cc1C1C=C(c2ccc3c(c2)OCO3)NC(c2ccc(Br)cc2)N1 (stereo not given),-6%,u
CCc1cccc2c(C(O)(c3c[nH]c4c(CC)cccc34)c3c[nH]c4c(CC)cccc34)c[nH]c12,-4%,7%
CN(C)c1ccc(/C=c2\[nH]c(=O)/c(=C/c3ccc(N(C)C)cc3)[nH]c2=O)cc1,-2%,14%
C#CCSc1nc2ccccc2c(=O)n1CC=C,-13%,6%
CC(C)c1ccc(/C=C/C(=O)Nn2cnnc2)cc1,0%,12%
O=C(O)C1=C/C(=C/C=[N+]2c3cc(O)c(O[C@H]4OC(CO)[C@@H](O)[C@@H](O)[C@@H]4O)cc3C[C@@H]2C(=O)[O-])C[C@H](C(=O)O)N1 (stereo not given in full),-14%,-28%
Nc1cccc2cccnc12,-17%,u
Cc1cc(C)c2nccc(C)c2c1,-3%,8%
COc1ccc(NC(=O)CSc2nnc3c(n2)[nH]c2ccc(S(=O)(=O)N(C)C)cc23)c(OC)c1,-18%,19%
C=C1C=C(C)n2ncc(C(=O)Nc3ccccc3C(=O)OC)c2N1,-20%,9%
Cc1ccc(S(=O)(=O)N2CCN(c3nc(-c4cnccn4)nc4ccccc34)CC2)cc1,0%,6%
O=C(C[N+]12CN3CN(CN(C3)C1)C2)c1ccc(Cl)cc1,1%,-5%
CN1CCOc2cc(S(=O)(=O)N3CCN(c4nc(-c5cccs5)nc5ccccc45)CC3)ccc21,-20%,11%
O=[N+]([O-])c1ccccc1S(=O)(=O)NCc1ccccn1,-3%,0%
Nc1c(Br)cc(/C=C2\C=Cc3ccccc32)cc1Br,-11%,33%[activator]
Cc1ccc(C(=O)C[n+]2cccc3cccc(O)c32)cc1,-6%,35%[activator]
Cc1ccc(S(=O)(=O)N2CCN(c3nc(-c4ccc(C)s4)nc4ccccc34)CC2)cc1,-15%,u
CCn1nc(-c2ccccc2C)nc2c(=O)n(C)c(=O)nc1-2,2%,-90%
CC1CC(C)CN(c2oc(-c3ccc(OCc4ccc(Cl)cc4)cc3)nc2C#N)C1 (stereo not given),-13%,-6%
Cc1cc(I)ccc1Nc1nc(NCCN2CCOCC2)nc(N2CCOCC2)n1,-13%,8%
O=C(Nc1ccncc1)c1cnn2c1NC(=C1CC1)C=C2C(F)F,-25%,3%
O=S(=O)(c1ccccc1)N1CCN(S(=O)(=O)c2ccccc2)CC1,-35%,-40%
C[n+]1ccc(/C=C/c2ccc(F)cc2)c2ccccc21,-28%,-29%
CN(C)c1c(Cl)cc(/C=C/c2ccnc3ccccc23)cc1Br,-3%,u
COc1ccccc1/C=C/c1nc2ccccc2s1,-7%,-9%

# Complete entries as entered above. Order of values: Pol kappa inh | POLI inh
# O=C(Nc1ccncc1)c1cnn2c1NC(=C1CC1)C=C2C(F)F as listed: -25% | 3%
# Cc1ccc(S(=O)(=O)N2CCN(c3nc(-c4ccc(C)s4)nc4ccccc34)CC2)cc1 as listed: -15% | u

# Remaining list, next part.
SMILES,Pol kappa inh,POLI inh
COc1cc2nc(N3CCCN(C)CC3)nc(Nc3ccncc3)c2cc1OC,-18%,20µM*
CCN(CCC#N)c1ccc(/C=C/c2ccnc3ccccc23)cc1,-15%,2%
CCOc1[nH]c(/N=C/c2ccc(OC)cc2)c(C#N)c1C#N,-22%,u
CCOC(=O)c1c(C)oc2c1c(/C=N/c1ccccn1)c(O)c1ccccc12,-14%,38%[activator]
O=[N+]([O-])c1ccc(O/N=[N+](\[O-])N2CCCCC2)c([N+](=O)[O-])c1,-22%,35%[activator]
Cc1ccc2[nH]c(=O)c(CN(Cc3ccccc3)Cc3nnnn3Cc3ccco3)cc2c1,1%,2%
CS(=O)c1ccc(/C=C2\C=Cc3ccccc32)cc1 (stereo not given),-44%,u
O=C(C[n+]1cccc(Br)c1)c1ccc2c(c1)CCCC2,-6%,20%
CCN(CC)c1ccc(/C=C/c2nccc3ccccc23)cc1,-10%,-22%
NCCCN(Cc1ccccc1)c1ccc(Br)cn1,-2%,4%
C[n+]1ccc(/C=C/c2ccc([N+](C)(C)C)cc2)c2ccccc21,u,u
COc1ccccc1/C=C1\C=Cc2ccccc21,0%,u
O=C(CNC(=O)c1ccccc1)NCC(=O)OCC(=O)c1cccc2ccccc12,-7%,28%
CCCCCCCCNc1ccc(/C=C/c2ccnc3ccccc23)cc1,u,u
CCOC(=O)N1CCN(C(=O)CN2C(=O)/C(=C\c3cccc(OC)c3)SC2=S)CC1,-1%,9%
c1ncc2snnc2n1,-10%,u
CCCCCCCCCC[Si](C)(C)CCC(=O)N[C@@H](Cc1ccc(C)cc1)c1ccccc1,7%,18%
CS(=O)(=O)c1ccc(C(=O)OCC(=O)Nc2ccc(OC(F)(F)F)cc2)cc1[N+](=O)[O-],13%,-8%
O=C(C[N+]12CCCc3cccc(c31)CCC2)c1ccccc1,-9%,15%
Clc1nc(NCc2cccs2)c2[nH]cnc2n1,8%&2%,26%&11%
CCN(CC)c1nc(C#N)nc(OC)n1,-6%,-20%
C1=Cc2ccccc2/C1=C/c1ccc(/C=C2\C=Cc3ccccc32)cc1,-4%,26%
CCn1nc(-c2ccc(C)cc2)nc2c(=O)n(C)c(=O)nc1-2,-18%,-93%
CC1=C/C(=C\c2ccc(N(C)C)cc2)c2ccccc21,-10%,-6%
Cc1ccc2ncnc(NCc3ccco3)c2c1,-18%,u
O=C(C[n+]1c2ccccc2cc2ccccc21)c1ccc(F)cc1,0%,57%
CC(NC(=O)c1cnn2c1NC(=C1CC1)C=C2C(F)F)c1ccncc1 (stereo not given),-21%,11%
O=C(O)CCN(CCC(=O)O)c1ccc(/C=C/c2ccnc3ccccc23)cc1,-6%,-1%
Cc1ccc(NC(=O)COc2ccccc2C(=O)Nc2ccccc2)cc1,-6%,9%
COc1ccc(CNc2nc(N)nc3nc[nH]c23)cc1,-9%&4%,16%
CCN(CCN(C)Cl)/[N+]([O-])=N/Oc1ccc([N+](=O)[O-])cc1[N+](=O)[O-],11%,u
NC(N)=Nc1ccc(/C=C2\C=Cc3ccccc32)cc1,-10%,6%
CC1(C)CC(=O)c2cc(C(=O)Nc3ccccc3)c(=O)[nH]c2C1,6%,3%
CN(C)c1ccc(/C=C2\C=Cc3cc(N)ccc32)cc1,-3%,35%[activator]
O=C(Cc1ccc(Cl)cc1)NO,11%,25%
Cc1ccccc1CN1[C@H]2CCCC[C@@H]2OCCS1(=O)=O,-22%,32%[activator]
C=CC[n+]1cccc2cc(Br)ccc21,16%,52%[activator]
O=C(C[n+]1cc(Br)cc(Br)c1)c1ccc(I)cc1,1%,42%[activator]
C(=Nc1ccc(/C=C/c2ccnc3ccccc23)cc1)c1cccs1,-23%,39%[activator]
O=C(CNC(=O)C1CCCCC1)OCC(=O)c1ccc([N+](=O)[O-])cc1,-11%,-16%
O=C(Nc1ncc(Cc2ccccc2)s1)C1CCN(C(=O)c2ccco2)CC1,2%,-14%
COc1cc2nc(N3CCCN(C)CC3)nc(NC(C)C)c2cc1OC,10%,35%[activator]
C=C1NN(C)C(=O)N1c1ccc(OC)cc1,-8%,42%[activator]
O=C1c2cccnc2C(=O)N1c1nc(-c2ccccc2)cs1,-10%,u
Cc1ccc2c(c1)ncc[n+]2CC(=O)c1ccc(Cl)cc1Cl,-8%,-25%
O=S(=O)(c1cccc(C(F)(F)F)c1)N1CCN(c2nc(-c3ccccc3)nc3ccccc23)CC1,-6%,-25%
Nc1ccc(C=O)cc1,9%,-6%
CCOC(=O)c1ccc(S(=O)(=O)N2CCN(c3nc(-c4cccs4)nc4ccccc34)CC2)cc1,-18%,u
O=C(O)/C=C/c1ccc2ccccc2c1,u,-22%
Cc1cc(N(C)C)cc(C)c1/C=C/c1cc[n+](C)c2ccccc12,-18%,58%[activator]
CC(C)(C)C(=O)CSc1n[nH]c(-c2ccccc2)n1,-10%,-16%

# Among those listed so far, 26 contain a halogen.
SMILES,Pol kappa inh,POLI inh
N#CN=c1snc(-c2ccccc2)n1-c1ccc(Cl)cc1,2%,14%
Nc1c(Br)cc(/C=C/c2ccnc3ccccc23)cc1Br,u,u
CS(=O)(=O)c1ccc(C(=O)OCC(=O)Nc2cc(C(F)(F)F)ccc2Cl)cc1[N+](=O)[O-],-25%,-13%
OC(CBr)C[n+]1cccc2cc(Br)ccc21 (stereo not given),-5%,4%
CCOc1cccc(C2C=C(c3ccc4c(c3)OCO4)NC(c3ccc(Br)cc3)N2)c1O (stereo not given),-10%,-1%
CCOc1ccc(NC(=O)c2nc(S(=O)(=O)Cc3ccccc3)ncc2Cl)cc1,-8%,-26%
Oc1ccc(Br)cc1C1C=C(c2ccc3c(c2)OCO3)NC(c2ccc(Br)cc2)N1 (stereo not given),-6%,u
O=C(C[N+]12CN3CN(CN(C3)C1)C2)c1ccc(Cl)cc1,1%,-5%
Nc1c(Br)cc(/C=C2\C=Cc3ccccc32)cc1Br,-11%,33%[activator]
CC1CC(C)CN(c2oc(-c3ccc(OCc4ccc(Cl)cc4)cc3)nc2C#N)C1 (stereo not given),-13%,-6%
Cc1cc(I)ccc1Nc1nc(NCCN2CCOCC2)nc(N2CCOCC2)n1,-13%,8%
O=C(Nc1ccncc1)c1cnn2c1NC(=C1CC1)C=C2C(F)F,-25%,3%
C[n+]1ccc(/C=C/c2ccc(F)cc2)c2ccccc21,-28%,-29%
CN(C)c1c(Cl)cc(/C=C/c2ccnc3ccccc23)cc1Br,-3%,u
O=C(C[n+]1cccc(Br)c1)c1ccc2c(c1)CCCC2,-6%,20%
NCCCN(Cc1ccccc1)c1ccc(Br)cn1,-2%,4%
CS(=O)(=O)c1ccc(C(=O)OCC(=O)Nc2ccc(OC(F)(F)F)cc2)cc1[N+](=O)[O-],13%,-8%
Clc1nc(NCc2cccs2)c2[nH]cnc2n1,8%&2%,26%&11%
O=C(C[n+]1c2ccccc2cc2ccccc21)c1ccc(F)cc1,0%,57%
CC(NC(=O)c1cnn2c1NC(=C1CC1)C=C2C(F)F)c1ccncc1 (stereo not given),-21%,11%
CCN(CCN(C)Cl)/[N+]([O-])=N/Oc1ccc([N+](=O)[O-])cc1[N+](=O)[O-],11%,u
O=C(Cc1ccc(Cl)cc1)NO,11%,25%
C=CC[n+]1cccc2cc(Br)ccc21,16%,52%[activator]
O=C(C[n+]1cc(Br)cc(Br)c1)c1ccc(I)cc1,1%,42%[activator]
Cc1ccc2c(c1)ncc[n+]2CC(=O)c1ccc(Cl)cc1Cl,-8%,-25%
O=S(=O)(c1cccc(C(F)(F)F)c1)N1CCN(c2nc(-c3ccccc3)nc3ccccc23)CC1,-6%,-25%
